mHTT CaM bind = mutant huntingtin-calmodulin interaction inhibitors – biochemical, AlphaScreen, primary screen; AlphaScreen His-mHTT/GST-CaM binding, luminescence; inhibition, % at 15 µM; 3.6% of 190,000 active; P42858;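 note: 0% = both proteins with DMSO and 100% = one protein alone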
Pf apPOL inh = Pf-apPOL inhibitors, biochemical, fluorescence | Plasmodium falciparum apicoplast DNA polymerase (apPOL) | Recombinant Pf-apPOL, molecular beacon fluorescence, 1.5 h | inhibition, % at 10 µM | 0.25% of 210,000 active
The depositor's hits bear a star; x = not tested or not shown; & = joins results of further samples. Cut-off read from the data, not from the text of the source: active = inhibition above about 50%; inactive = the rest.

Structure,mHTT CaM bind,Pf apPOL inh
O=C(Nc1nc2ccc([N+](=O)[O-])cc2s1)c1ccc(S(=O)(=O)N2CCCCC2)cc1,-4&-2,-2&-3
Cc1ccccc1-n1c(SCC(=O)Nc2ccc(Cl)cc2)nc2[nH]ncc2c1=O,17,-6
O=C1C=C(NCCCNc2ccc(C(F)(F)F)cc2[N+](=O)[O-])C2(CCCCC2)O1,9,-2
CC1(C)NC(=O)N(CC(O)COc2ccc(C(C)(C)C)cc2)C1=O (centres undefined),-2,-9
Cc1ccccc1C(=O)N1CCC(Cc2nnc(-c3ccccc3)o2)CC1,5,0
CC1=C(C(=O)Nc2ccccn2)C(c2cccc(Cl)c2)C2=C(CC(C)(C)CC2=O)N1 (centres undefined),-7,-4
CCOc1ccc(NC2=C(N3CCCCC3)C(=O)c3ccccc3C2=O)cc1,96*,8
O=c1oc2cc3occ(-c4ccc(F)cc4)c3cc2c2c1CCCC2,-3,3
CC(=O)N1CCc2sc(S(=O)(=O)N3CCN(c4cc(C)ccc4C)CC3)cc2C1,21,0
Oc1ccc(C(c2c[nH]c3ccccc23)c2c[nH]c3ccccc23)cc1O,-4,-4
CCOC(=O)C1CCN(Cc2cc(=O)oc3cc4c(cc23)OCO4)CC1,-4,-14
CCSc1nc2cc(-c3ccccc3)sc2c(=O)n1C,-8,1

Structures shown so far that have two or more sulfur atoms (3):
Structure,mHTT CaM bind,Pf apPOL inh
O=C(Nc1nc2ccc([N+](=O)[O-])cc2s1)c1ccc(S(=O)(=O)N2CCCCC2)cc1,-4&-2,-2&-3
CC(=O)N1CCc2sc(S(=O)(=O)N3CCN(c4cc(C)ccc4C)CC3)cc2C1,21,0
CCSc1nc2cc(-c3ccccc3)sc2c(=O)n1C,-8,1

(cont.)
Structure,mHTT CaM bind,Pf apPOL inh
Cc1cc(OCC(O)CN2C(=O)NC(C)(C)C2=O)ccc1C(C)C (centres undefined),3,-5
Cc1nn(Cc2ccc(F)cc2)c(C)c1NC(=O)CCCn1nc(C)c([N+](=O)[O-])c1C,3,4
Cc1cc(Nc2ccccc2C(=O)O)n(-c2ccccc2)n1,x,-17
O=C(ON=C1CCc2ccccc21)c1cccc(F)c1,x,-10
O=C(NCc1ccc(Cl)cc1)C1CCN(c2ncnc3c2nc2n3CCCCC2)CC1,3,-1
Cc1ccsc1CN1CCCC(c2nc(-c3cnccn3)n[nH]2)C1 (centres undefined),16,-4
Cc1cc(Br)ccc1NC(=S)Nc1cccc(NC(=O)c2ccccc2O)c1,x,3
Cc1nc2ccccc2c2c1C(=O)N(c1ccc(F)cc1F)C2=O,6,-4
COCCCNC(=S)NNC(=O)c1c(OC)cc(C(F)(F)F)cc1C(F)(F)F,x,-44
COc1ccc(OCC(=O)N2CCCC(c3nc(-c4ccc(NC(C)=O)cc4)no3)C2)cc1 (centres undefined),4,0
CCOc1ccc(/C=C/C(=O)c2cccs2)cc1,-33,10
COc1ccc(C=NS(=O)(=O)c2ccc(C)cc2)cc1,20,0

Single entries from the entries so far:
For Pf apPOL inh, `Cc1nc2ccccc2c2c1C(=O)N(c1ccc(F)cc1F)C2=O` is entered as -4
For Pf apPOL inh, `O=C(NCc1ccc(Cl)cc1)C1CCN(c2ncnc3c2nc2n3CCCCC2)CC1` is entered as -1
For Pf apPOL inh, `COCCCNC(=S)NNC(=O)c1c(OC)cc(C(F)(F)F)cc1C(F)(F)F` is entered as -44
For Pf apPOL inh, `COc1ccc(C=NS(=O)(=O)c2ccc(C)cc2)cc1` is entered as 0
For Pf apPOL inh, `Cc1ccsc1CN1CCCC(c2nc(-c3cnccn3)n[nH]2)C1` (centres undefined) is entered as -4
For mHTT CaM bind, `CCOc1ccc(/C=C/C(=O)c2cccs2)cc1` is entered as -33

(cont.)
Structure,mHTT CaM bind,Pf apPOL inh
Cc1ccc(CNC(=O)CCC2CCCN(C(=O)Nc3ccc(F)cc3)C2)cc1 (centres undefined),-6,8
CCCc1cc(C2CCCN2C(=O)Nc2ccccc2C(F)(F)F)no1 (centres undefined),-10,-8
C=CCn1cnc2c(-c3ccc(C)cc3)csc2c1=O,-18,-9
COC(=O)CCCCCN1C(=O)C(=Cc2ccccc2)SC1=S,13,-4
Cc1ccc(N2C(=O)CSC23C(=O)Nc2ccc(Br)cc23)cc1C (centres undefined),30,-3
Cc1ccc(NC(=O)N2CCN(Cc3nc4cccnc4n3-c3ccccc3)CC2)cc1,-2,2
COC(=O)C1CCN(C(=O)c2cc(=O)c(OCc3cccc(OC)c3)co2)CC1,0,0
O=C(C1COc2ccccc2O1)N1CC(c2nc(-c3cccc(C(F)(F)F)c3)no2)C1 (centres undefined),89*,2
COc1cc(CNC23CC4CC(CC(C4)C2)C3)cc(OC)c1OC,-1,-4
COc1ccccc1C(=O)Nc1ccc2nc(N3CCN(C)CC3)cc(C)c2c1,0,-7
CC(C)(C)CC(=O)NC1CCN(c2ccccc2C(=O)N2CCCCC2)CC1,34,-25
Nc1nc(C2CC2)c(Sc2sc(N)nc2C2CC2)s1,14,x

Next structures.
Structure,mHTT CaM bind,Pf apPOL inh
COc1ccc(CC(=O)Nc2cccc(I)c2)cc1OC,22,-6
N#Cc1ccc(S(=O)(=O)N2CCC(c3nc(C4CC4)no3)C2)cc1 (centres undefined),-6,-5
CC(NC(=O)C1CCN(c2cncnc2N2CCOCC2)CC1)c1ccccn1 (centres undefined),-2,2
CC1=C(C(=O)Nc2ccccn2)C(c2cccc(Cl)c2)C2=C(CCCC2=O)N1 (centres undefined),-2,-1
O=C(c1cccc(Br)c1)N1CCC2(C1)C(=O)Nc1ccccc12 (centres undefined),-1,-4
CCCc1[nH]nc2c1C(c1cccnc1)C(C#N)=C(N)O2 (centres undefined),4&4,1&-4
COc1cc(OC)c(C2C(C#N)=C(N)OC3=C2C(=O)CCC3)cc1Br (centres undefined),-1,0
COc1ccc(N(CC(=O)O)S(=O)(=O)c2ccccc2)cc1Cl,0,-2
CCC(=O)NC(c1ccccc1Cl)c1cc([N+](=O)[O-])c2cccnc2c1O (centres undefined),100*,-3
CCOC(=O)c1cc2c(Cl)cc(Cl)cc2n1C(=O)OC(C)(C)C,x,-6
O=C(Nc1nnc(-c2ccc(Br)s2)o1)C1COc2ccccc2O1 (centres undefined),13,-1
CS(=O)(=O)N(CC(=O)NCc1ccncc1)c1ccccc1F,5,0

Compounds shown so far that contain a cyano group:
Structure,mHTT CaM bind,Pf apPOL inh
N#Cc1ccc(S(=O)(=O)N2CCC(c3nc(C4CC4)no3)C2)cc1 (centres undefined),-6,-5
CCCc1[nH]nc2c1C(c1cccnc1)C(C#N)=C(N)O2 (centres undefined),4&4,1&-4
COc1cc(OC)c(C2C(C#N)=C(N)OC3=C2C(=O)CCC3)cc1Br (centres undefined),-1,0

Next compounds
Structure,mHTT CaM bind,Pf apPOL inh
Cc1nc(C(=O)NCCc2ccccn2)c(C)n1C1CCN(C)CC1,4,1
CC(C(=O)NC1CCCCCC1)N(c1ccccc1)S(C)(=O)=O (centres undefined),-4,-6
Cc1ccc(C)c(N2CCC(C(=O)NCc3ccccc3)C2=O)c1 (centres undefined),-2,-4
COc1ccccc1C1CCN(C(=S)Nc2ccc(F)cc2)CC1,x,0
COc1ccccc1CN1C(=O)CN(c2ccc(F)cc2)C(=O)C1c1cccs1 (centres undefined),0,3
CC(C)=CCC/C(C)=C/COc1ccc2ccc(=O)oc2c1,x,0
Cn1nc(-c2ccccc2)cc1C(=O)N1CCC(C(=O)Nc2nccs2)CC1,3,-8
CCOc1ccc(NC(=O)N2CCCC(c3cccc(C(=O)N4CCCC4)c3)C2)cc1 (centres undefined),14,-5
CCCN1C(=O)Cc2cc(C(=O)N3CCN(c4ccccc4)CC3)ccc21,51*,1
CCOC(=O)C(=CNc1ccc(OC)cc1[N+](=O)[O-])C(=O)OCC,x,-10
CC(C)n1nc(-c2nc(C(C)(C)C)no2)ccc1=O,-9,-2
COc1ccc([C@H]2C[C@H](n3cc(-c4ccc(F)cc4)nn3)[C@@H](O)CN2C(=O)C2CCCCC2)cc1,4,-3

Going on with the list.
Structure,mHTT CaM bind,Pf apPOL inh
COc1ccc2cc3cc(C(=O)N(Cc4cccs4)C4CCCC4)oc3nc2c1,1,0
Fc1ccccc1N1CCN(CCCc2ccccc2)CC1,-5,-4
Cc1ccc(NC(=O)C2CC(=O)OC23CCCCC3)cc1 (centres undefined),-2,-22
Clc1cccc(Cl)c1CSc1nnc(-c2ccco2)o1,-34,0
Nc1ccc(Oc2ccc3c(c2)C(=O)N(CCO)C3=O)cc1,2&-2,-14&1
COc1ccc(-n2c3c(cc(C(=O)N4CCN(CCO)CC4)c2=O)C(=O)CC(C)(C)C3)cc1,0,-8
Cc1nnc(NC(=O)CSc2nnc(Cc3ccccc3)o2)s1,-1,0
CC1CCC2(CC1)NC(=O)N(CC(=O)N1CCN(c3ccc(F)cc3)CC1)C2=O (centres undefined),5,-6
CCc1ccc(S(=O)(=O)N2CCC(c3nc4cccnc4n3CCOC)C2)cc1 (centres undefined),7,1
Cc1n[nH]c(=S)n(N=Cc2ccc(Cl)cc2)c1=O,x,2
O=[N+]([O-])/C(C(Cl)=C(Cl)Cl)=C1\Nc2ccccc2O1,1,2
Cc1c(NC(=O)Nc2ccc(F)cc2)c(=O)n(-c2ccccc2)n1C,-1,3

(cont.)
Structure,mHTT CaM bind,Pf apPOL inh
Cc1ccc(CNC(=O)OC(C)(C)C)c(/C=C/S(=O)(=O)NC2CCCC2)c1,5,13
S=c1[nH]nc(-c2ccncc2)n1N=Cc1cccnc1,x,-7
COc1ccc2cc3cc(C(=O)NCCc4ccc(OC)c(OC)c4)oc3nc2c1,6,-3
COc1ccc(C2CC(c3ccc(Br)cc3)=NN2C(=O)CCC(=O)O)cc1OC (centres undefined),5,-2
O=C(NCc1cccc(Cl)c1)C1CCCN(c2ccc(N3CCOCC3)nn2)C1 (centres undefined),-2,-4
O=C(CNC(=O)c1c[nH]c2ccccc12)Nc1cc(Cl)ccc1O,11,-7
O=S(=O)(Nc1cccc(Cl)c1Cl)c1ccc(F)cc1,2,-3
Cc1nn(-c2ccccc2)c2c1C1(C(=O)Nc3ccc(Cl)cc31)C(C#N)=C(N)O2 (centres undefined),46,-5
Cc1nn(C)c(C)c1CNC(=O)C1CCc2sc(C(=O)N3CCCCC3)cc2C1 (centres undefined),7,-8
CC1Cc2nc(SCC(=O)Nc3cccc(F)c3)n(Cc3ccccc3)c(=O)c2S1 (centres undefined),8,7
COc1ccc(C(=O)Nc2cccc(NC(=O)c3ccccc3C)c2)cc1[N+](=O)[O-],19,-1
CCOC(=O)N1CCN(CC(O)COc2ccc(OC(F)(F)F)cc2)CC1 (centres undefined),x,-20

(cont.)
Structure,mHTT CaM bind,Pf apPOL inh
c1cncc(CN2CCN(Cc3ccco3)CC2)c1,5,-2
Cc1cc(OCC(=O)Nc2ccccc2C(C)C)ccc1Cl,-5,0
CSc1nc2c(sc3ccc([N+](=O)[O-])cc32)c(=O)n1Cc1ccco1,-3,-3
COCCCNC(=O)C1(C)CCC(=O)N1c1cccc(C)c1C (centres undefined),-7,2
CC1=NN(c2ccc(Cl)cc2)C(=O)C1=Cc1c(O)[nH]c(=O)[nH]c1=O,4,0
Cc1ccc(-c2nnc(N3CCCCC3)c3ccccc23)cc1S(=O)(=O)NCc1ccccn1,44,-24
CN1CCN(C(=O)c2cc(F)c(F)cc2[N+](=O)[O-])CC1,2,-2
Cc1cccc(C(=O)Nc2cccc(NC(=O)c3cccc(C)c3)c2C)c1,2,-4
Cc1cc(N)n(C(=O)CSc2nc3ccccc3c(=O)n2Cc2cccs2)n1,30,-2
CCCNC(=O)NNC(=O)c1cccs1,x,-3&7
COc1ccc(NC(=O)N2CCC(c3cc(N)on3)CC2)cc1Cl,-5,-5
Cc1ccnc(Nc2ccc(NCCNC(=O)c3c(F)cccc3F)nn2)c1,100*,-6

Profiles from above.
`Nc1ccc(Oc2ccc3c(c2)C(=O)N(CCO)C3=O)cc1` across the screens: mHTT CaM bind = 2&-2; Pf apPOL inh = -14&1
`c1cncc(CN2CCN(Cc3ccco3)CC2)c1` across the screens: mHTT CaM bind = 5; Pf apPOL inh = -2
`COc1ccc(OCC(=O)N2CCCC(c3nc(-c4ccc(NC(C)=O)cc4)no3)C2)cc1` (centres undefined) across the screens: mHTT CaM bind = 4; Pf apPOL inh = 0

(more compounds)
Structure,mHTT CaM bind,Pf apPOL inh
O=S1(=O)c2c(cccc2N2CCC[C@H]2CO)O[C@H]2CCN1C2,-11,-3
CCOC(=O)c1ccc(NC(=O)c2ccco2)cc1,-6,-8
CCC1CCCCN1C(=O)c1ccc(I)o1 (centres undefined),-5,-1
CCSc1nnc2c(n1)OC(c1ccc(OC)cc1OC)N(C(C)=O)c1ccccc1-2 (centres undefined),28,6
Cc1cc(N2CCN(C(=O)Nc3ccc4c(c3)OCCO4)CC2)ncn1,-12,0
O=S1(=O)N=C(Nc2nc(-c3ccccc3)cs2)c2ccccc21,16,11
OC(COCCC12CC3CC(CC(C3)C1)C2)CN1CCN(Cc2ccccc2)CC1 (centres undefined),57*,-1
CC(C)N(C(=O)CN1CCN(Cc2nc3ccccc3[nH]2)CC1)C(C)C,-7,-7
CC(=O)OC1C(C2COC(C)(C)O2)OC2OC(C)(C)OC21 (centres undefined),x,-2
Cc1cccc(C(=O)N2CCC(c3cnn(-c4cccc(F)c4)c3)CC2)c1,-1,-1
CC(C)N(C(=O)c1ccc(-c2ccccc2F)cc1)C(C)C,x,-44
Cc1nc2c(C(=O)N3CCCC3)c[nH]n2c(=O)c1Cc1ccccc1Cl,-6,-16
O=c1c2ncccc2n(Cc2cccc(F)c2)c(=O)n1Cc1cccs1,0,-10
CN(C)CCNC(=O)NCC12CC3CC(CC(C3)C1)C2,0,-1
COc1ccc(C(NC(C)=O)c2cc(Cl)c3cccnc3c2O)cc1 (centres undefined),100*,7

Screens deposited in PubChem BioAssay by University of Kansas High Throughput Screening Laboratory.
